From PubChem
Tn6 DDE FP = inhibitors of Tn6 peptide binding to human fibrin DD(E); inhibition, % at 8.3 µM; P02675; Fibrin DD(E) TRITC-Tn6 fluorescence polarization displacement; 0.21% of 370,000 active;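 active = inhibition above a per-campaign cutoff: mean of compounds within control limits plus 3 SD, cut at about 15% in these data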;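 also: 0% = median of all compound wells on the plate and 100% = blocking peptide control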
PLC-gamma1 inh = PLC-gamma1 (human) inhibition, primary screen; purified PLC-gamma1, fluorogenic substrate, fluorescence; inhibition, % at 12.2 µM; 0.84% of 370,000 active; P19174; in the data active = inhibition above about 9.5%
ARFGAP1 inhibitor = inhibits rat ARF GTPase activating protein 1; 0.26% of 360,000 active; Arfgap1-stimulated ARF1 GTP hydrolysis, GDP FP detection; Q62848; inhibition, % at 16.5 µM;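 active = inhibition above a per-plate limit, mean inhibition of low control wells plus 3 SD, cut at about 25% in these data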;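 also: 0% = DMSO wells with enzyme and 100% = wells lacking Arfgap1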
Target sequence (Q62848 1-136 limits assumed): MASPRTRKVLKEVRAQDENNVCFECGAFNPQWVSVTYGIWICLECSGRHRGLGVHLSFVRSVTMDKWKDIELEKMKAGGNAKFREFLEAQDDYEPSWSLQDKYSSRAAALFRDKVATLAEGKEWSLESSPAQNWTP
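Material: rat Arfgap1 GAP domain (His6, aa 1-136), purified enzyme. Also added: human ARF1(Δ1-17)-GTP substrate. Compound dosing: 16.5 µM single point, 1.26% DMSO. Timing: enzyme reaction 120 min at 25 °C after 20 min preincubation. Signal: GDP detection by fluorescence polarization. Read-out basis: percent inhibition of GAP-stimulated GDP formation, scaled between DMSO and no-Arfgap1 medians.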
ASAP1 inh = blocks human ASAP1-stimulated Arf1 GTP hydrolysis. GDP FP detection. inhibition, % at 16.5 µM. 0.19% of 360,000 active. AID 624377; in the data active = inhibition above about 25%;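 also: 0% = vehicle with enzyme and substrate and 100% = no enzyme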
LEDGF integ inh = blocks HIV-1 LEDGF/p75-dependent DNA integration; 0.64% of 370,000 active; inhibition, % at 3.7 µM; AID 743269; TR-FRET IN-LEDGF/p75 DNA integration, Eu/Cy5;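 active = inhibition above the screen-wide mean plus 3 SD, cut at about 13% in these data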;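 also: signal is the Cy5 over europium emission ratio at 671 and 618 nm; 0% = plate median of compound wells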
DDE Tn7 FP inh = disrupts Tn7 cyclic peptide binding to fibrin D-Dimer-E complex; P02675; FP displacement of FITC-Tn7 peptide from fibrin DD(E); 0% = median of compound wells per plate; inhibition, % at 8.3 µM; 0.13% of 370,000 active; AID 720508;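 active = inhibition above the mean of compounds falling within the control limits plus 3 SD of them, cut at about 14% in these data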;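 also: 0% = plate median of compound wells and 100% = 10 µM Aha-Tn7 peptide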
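System: human fibrin DD(E); quantity: Fibrin-DD(E) at 2 µM final; also added: fluorescent Tn7 probe at 0.1 µM; compound dosing: single nominal test concentration of 8.3 µM per compound; schedule: 10 min preincubation, 3 h with tracer, room temperature; detection: fluorescence polarization of the labelled Tn7 tracer; repeats: one replicate per compound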
TDP2 inh = TDP2 (human) inhibition, absorbance primary screen; inhibition, % at 12.8 µM; recombinant TDP2, T5PNP hydrolysis, p-nitrophenol absorbance 415 nm; 0.34% of 370,000 active;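 active = inhibition above the mean of all tested compounds plus 3 SD, set per campaign, cut at about 25% in these data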;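 also: 0% = DMSO with enzyme and 100% = buffer with substrate but no TDP2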
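System – recombinant human TDP2 · Amount – 120 nM TDP2 per well · Buffer or medium – Mg2+-containing Tris-HCl buffer, pH 7.5 · Reagent – T5PNP substrate, 5 mM · Dosing – 12.8 µM single point, 1% DMSO · Incubation – 2 h at 37 °C · Measured by – epi absorbance · Read-out basis – percent inhibition · Benchmarks – high control without enzyme, low control DMSO plus TDP2 · Repeats – singlicate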
ADAM10 inh = inhibitors of human ADAM10; AID 720582; 0.62% of 370,000 active; O14672; recombinant ADAM10, EDANS/DABCYL FRET peptide cleavage, 3 h; inhibition, % at 7 µM;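 active = inhibition above a per-campaign cutoff equal to the mean of compounds falling between control-based bounds plus 3 SD, cut at about 20% in these data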;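 also: 0% = DMSO wells while the 100% control is not disclosed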
proKLK7 act = proKLK7 (human) activation, primary screen | P49862 | activation, % at 7 µM | 0.9% of 370,000 active | purified proKLK7, EDANS-DABCYL substrate fluorescence; 100% is mature enzyme control, 0% vehicle;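 active = activation above the mean of all tested compounds plus 3 SD, computed per campaign excluding outliers beyond control limits, cut at about 13% in these data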
Target sequence (P49862 whole entry, looked up): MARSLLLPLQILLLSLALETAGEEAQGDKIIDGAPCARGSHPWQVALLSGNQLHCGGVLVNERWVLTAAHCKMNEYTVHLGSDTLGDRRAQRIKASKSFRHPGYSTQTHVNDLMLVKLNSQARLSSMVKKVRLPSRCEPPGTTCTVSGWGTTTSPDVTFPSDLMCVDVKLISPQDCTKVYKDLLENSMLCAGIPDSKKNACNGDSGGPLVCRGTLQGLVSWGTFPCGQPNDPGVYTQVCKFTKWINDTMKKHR
ADAM17 inh = ADAM17 inhibition, QFRET primary screen; AID 720648; 0.83% of 370,000 active; recombinant ADAM17, EDANS/DABCYL FRET peptide cleavage; inhibition, % at 6.95 µM;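 active = inhibition above the mean of compounds lying between control limits plus 3 SD, set per campaign, cut at about 8.5% in these data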;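 also: 0% = DMSO-only wells as the low control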
Target sequence (P78536 215-824 limits assumed): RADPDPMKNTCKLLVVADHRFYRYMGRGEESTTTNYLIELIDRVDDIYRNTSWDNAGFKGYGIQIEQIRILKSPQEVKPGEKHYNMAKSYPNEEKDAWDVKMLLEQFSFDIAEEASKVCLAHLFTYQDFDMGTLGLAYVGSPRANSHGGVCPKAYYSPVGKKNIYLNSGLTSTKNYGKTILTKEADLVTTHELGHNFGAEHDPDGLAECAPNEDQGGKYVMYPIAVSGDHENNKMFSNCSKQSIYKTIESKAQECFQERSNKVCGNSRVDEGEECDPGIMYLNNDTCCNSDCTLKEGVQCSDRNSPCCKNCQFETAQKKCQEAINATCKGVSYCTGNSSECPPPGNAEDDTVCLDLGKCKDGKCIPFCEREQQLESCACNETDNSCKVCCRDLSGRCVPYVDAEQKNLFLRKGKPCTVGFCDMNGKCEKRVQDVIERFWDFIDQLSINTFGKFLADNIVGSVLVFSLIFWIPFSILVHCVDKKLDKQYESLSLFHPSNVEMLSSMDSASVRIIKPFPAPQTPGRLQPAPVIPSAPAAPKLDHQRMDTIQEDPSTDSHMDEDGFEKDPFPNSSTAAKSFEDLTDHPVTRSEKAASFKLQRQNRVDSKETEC
Active calls of the source: *; i = inactive; nt = no result given.

SMILES	Tn6 DDE FP	PLC-gamma1 inh	ARFGAP1 inhibitor	ASAP1 inh	LEDGF integ inh	DDE Tn7 FP inh	TDP2 inh	ADAM10 inh	proKLK7 act	ADAM17 inh
NS(=O)(=O)c1ccc(CCNC(=O)c2ccc(S(=O)(=O)N3CCCCC3)cc2)cc1	3	-1	-3	9	1	0	-2	-3	0.6	-3
COCc1ccc(C(=O)Nc2ccccc2C(=O)NCc2cccnc2)cc1	-1	0	8	-8	0	2	12	3	-0.2	-2
O=C(c1cc(-c2ccccc2Cl)nc2ccc(Br)cc12)N1CCN(c2ccccn2)CC1	-2	0	2	-7	-4	-4	-6	-1	0.6	1
COc1ccc2oc(=O)c(C(=O)N3CCN(C(=O)c4ccccc4)CC3)cc2c1	-4	i	4	10	-2	-1	5	i	21*	-211
CC(=O)C1=C(O)C(=O)OC1c1ccc(C)cc1 (stereo not drawn)	-2	3	9	-4	6	-2	8	-2	-0.6	-1
O=C(O)CC1(CC(=O)N2CCC(C(=O)O)CC2)CCCC1	6	-2	-4	2	-3	-2	10	-6	-0.5	-3
CCOC(=O)C1CCN(S(=O)(=O)c2ccc3c4c2CC(=O)N4CC(C)S3)CC1 (stereo not drawn)	6	-3	3	2	-2	-1	3	-4	0.5	-1
C=CCn1c(C)cc(C(=O)COC(=O)C2CC(=O)N(Cc3ccccc3)C2)c1C (stereo not drawn)	7	0	-4	13	0	-3	4	78*	0.0	-2
O=C(COc1ccc(S(=O)(=O)N2CCCC2)cc1)N1CCN(c2ccccc2F)CC1	6	3	9	11	0	-3	1	-2	0.5	-1
CCCCn1c(N)c(N(CC(C)C)C(=O)c2cccc(S(=O)(=O)N(C)c3ccccc3)c2)c(=O)[nH]c1=O	6	-3	-9	18	0	-5	-12	-5	-0.2	1
Cc1cc(C)c(OCC(=O)N(C)CC(=O)Nc2ccc(N3CCOCC3)cc2)c(C)c1	-7	1	2	-4	1	-6	-5	-6	0.1	-4
Cc1cc2ccccn2c1C(=O)c1ccc(F)cc1	-4	-9	6	4	2	0	0	-6	0.6	2

Reprinted at random: 2 records from the list.
SMILES	Tn6 DDE FP	PLC-gamma1 inh	ARFGAP1 inhibitor	ASAP1 inh	LEDGF integ inh	DDE Tn7 FP inh	TDP2 inh	ADAM10 inh	proKLK7 act	ADAM17 inh
C=CCn1c(C)cc(C(=O)COC(=O)C2CC(=O)N(Cc3ccccc3)C2)c1C (stereo not drawn)	7	0	-4	13	0	-3	4	78*	0.0	-2
O=C(O)CC1(CC(=O)N2CCC(C(=O)O)CC2)CCCC1	6	-2	-4	2	-3	-2	10	-6	-0.5	-3

Next structures follow.
SMILES	Tn6 DDE FP	PLC-gamma1 inh	ARFGAP1 inhibitor	ASAP1 inh	LEDGF integ inh	DDE Tn7 FP inh	TDP2 inh	ADAM10 inh	proKLK7 act	ADAM17 inh
Cc1ccc2nc(-c3ccncc3)c(Nc3ccccc3)n2c1	-1	-44	-13	0	0	-2	-2	-25	-0.2	-5
CCOc1cc(-c2nnc(-c3ccco3)o2)cc(OCC)c1OCC	-3	-117	-1	-1	4	2	-13	-91	-0.9	-21
COc1ccc(NS(=O)(=O)c2cccc(C(=O)O)c2)cc1S(=O)(=O)N1CCCCC1	-2	2	7	-9	7	-2	-15	-1	-0.1	5
O=C(N/N=C/c1cn(-c2ccccc2)nc1-c1cccs1)c1ccc(Cl)cc1	-5	-6	3	-1	-4	4	-3	-6	-0.7	0
COc1ccc(NC(=O)C2CCN(c3nc(-c4ccc(OC)cc4)no3)CC2)cc1	3	2	-4	-7	-1	8	-12	-5	0.6	-3
CCN1CCCC1CNC(=O)c1ccccc1Cl (stereo not drawn)	4	2	-3	-20	2	-1	0	6	0.9	-1
COc1cccc2cc(C(=O)NCCN3CCOCC3)oc12	6	-3	9	2	-4	9	-7	-8	0.1	-2
O=C(Cc1cn(Cc2ccccc2)c2ccccc12)Nc1ccc(Nc2cccnc2)c(Br)c1	0	-4	14	3	-3	5	3	3	-0.2	2
COc1cc(-c2noc(C3CCCN(C(=O)c4c(F)cccc4F)C3)n2)cc(OC)c1OC (stereo not drawn)	2	3	9	0	-2	-7	-10	3	0.2	2
O=C(Cc1ccc(Cl)cc1)N/N=C/c1ccncc1	-7	1	7	8	4	0	11	5	-0.3	2
O=C(COC(=O)c1nc(Cl)ccc1Cl)Nc1ccc(Cl)cc1	-11	-3	-5	-8	4	2	3	-2	-0.6	-1
CC1=C(C(=O)N(C(C)C)C(C)C)CC(CC(=O)NCc2cccs2)C(=O)N1Cc1ccc(C(C)(C)C)cc1 (stereo not drawn)	2	2	-9	-5	-4	5	8	2	0.0	-2

Sorted by count of non-hydrogen atoms (high to low): five of the compounds above
SMILES	Tn6 DDE FP	PLC-gamma1 inh	ARFGAP1 inhibitor	ASAP1 inh	LEDGF integ inh	DDE Tn7 FP inh	TDP2 inh	ADAM10 inh	proKLK7 act	ADAM17 inh
COc1ccc(NS(=O)(=O)c2cccc(C(=O)O)c2)cc1S(=O)(=O)N1CCCCC1	-2	2	7	-9	7	-2	-15	-1	-0.1	5
O=C(N/N=C/c1cn(-c2ccccc2)nc1-c1cccs1)c1ccc(Cl)cc1	-5	-6	3	-1	-4	4	-3	-6	-0.7	0
CCOc1cc(-c2nnc(-c3ccco3)o2)cc(OCC)c1OCC	-3	-117	-1	-1	4	2	-13	-91	-0.9	-21
O=C(COC(=O)c1nc(Cl)ccc1Cl)Nc1ccc(Cl)cc1	-11	-3	-5	-8	4	2	3	-2	-0.6	-1
O=C(Cc1ccc(Cl)cc1)N/N=C/c1ccncc1	-7	1	7	8	4	0	11	5	-0.3	2

(more compounds)
SMILES	Tn6 DDE FP	PLC-gamma1 inh	ARFGAP1 inhibitor	ASAP1 inh	LEDGF integ inh	DDE Tn7 FP inh	TDP2 inh	ADAM10 inh	proKLK7 act	ADAM17 inh
CCN(C(=O)Cc1c(C(=O)O)n(CC)c2ccccc12)c1ccccc1C	-4	2	-2	9	5	-3	-7	3	0.4	-2
Cn1cccc1/C=C1\SC(=Nc2cccc(O)c2)NC1=O	0	0	15	8	3	-5	-18	6	-0.1	1
Cc1cc(OCC(=O)OCC(=O)N2CC(C)CC(C)C2)ccc1Cl (stereo not drawn)	1	-3	20	11	-1	-7	0	-3	-0.1	-1
O=c1oc2ccccc2cc1-c1cn(-c2ccccc2)c(=S)[nH]1	3	i	0	-6	0	3	1	i	-12	i
CCc1ccc(OCc2nnc(SCC(=O)NCC3CCCO3)n2C)cc1 (stereo not drawn)	2	0	-7	-13	0	6	5	9	0.6	0
N#Cc1ccc(N2C(=O)[C@@H]3C(C(=O)C(c4ccccc4)c4ccccc4)=NN[C@@H]3C2=O)cc1	-3	-12	-10	6	0	-1	0	1	0.3	1
CCOc1ccccc1NC(=O)N1CCCC1C(=O)Nc1ccc(NC(C)=O)cc1 (stereo not drawn)	5	3	3	-11	-2	1	11	4	0.1	-4
COC(=O)Nc1ccc2c(c1)N(C(=O)CCN1CCN3CCCC3C1)c1ccccc1S2 (stereo not drawn)	2	1	-9	-4	-3	-2	-1	-8	-0.3	-2
CCOC(=O)C1CCN(c2ncnc3c2nnn3Cc2ccccc2Cl)CC1	0	1	-2	-8	2	-2	-9	-3	-0.1	-2
CCOc1ccc2nc(NC(=O)Nc3cccs3)sc2c1	-15	-6	9	-9	-2	1	3	-2	-0.1	2
Nn1c(SCC(=O)N2CCOCC2)nnc1-c1cc(-c2ccc(F)cc2)n[nH]1	16*	0	nt	nt	-2	6	-11	2	-0.1	5
CCOC(=O)c1cccc(NC(=O)CCCn2c(=O)c3cccn3c3cccnc32)c1	-1	2	-8	3	2	-4	9	-3	0.6	-4

The last 2 compounds of the part before come first, to join the parts.
SMILES	Tn6 DDE FP	PLC-gamma1 inh	ARFGAP1 inhibitor	ASAP1 inh	LEDGF integ inh	DDE Tn7 FP inh	TDP2 inh	ADAM10 inh	proKLK7 act	ADAM17 inh
Nn1c(SCC(=O)N2CCOCC2)nnc1-c1cc(-c2ccc(F)cc2)n[nH]1	16*	0	nt	nt	-2	6	-11	2	-0.1	5
CCOC(=O)c1cccc(NC(=O)CCCn2c(=O)c3cccn3c3cccnc32)c1	-1	2	-8	3	2	-4	9	-3	0.6	-4
C/C(=N\Nc1cc(N2CCOCC2)nc(C)n1)c1ccc(F)cc1	-1	-10	13	-12	-5	4	0	6	-0.5	-8
CC(C)C[C@H](NC(=O)N1CCn2c1nc1ccccc12)C(=O)N[C@@H](C(=O)O)c1ccccc1	6	2	5	-3	0	6	8	-11	-0.3	-3
Cc1ccc(S(=O)(=O)N2CCCC2)cc1[N+](=O)[O-]	-1	2	-4	3	6	3	3	10	0.0	0
CCCCN(C)Cc1c(C(=O)N2CCc3ccccc3C2)nc2ccc(Cl)cn12	-2	-6	-2	-7	-3	-4	3	-9	0.2	-5
CCCCN(CC)CCNS(=O)(=O)c1ccc2c(c1)oc(=O)n2C	-3	4	0	1	-1	1	5	6	-0.1	-5
COc1ccc(C)cc1NC(=O)CCc1ccc(S(=O)(=O)N2CCOCC2)cc1	-1	0	-8	5	-5	-7	5	-12	0.2	-1
Cn1c(=O)n(Cc2ccccc2)c2ccccc21	-2	-1	-2	6	-5	6	-4	-9	0.0	0
CCN(CC)S(=O)(=O)N1CCC(C(=O)NC2CCCC2)CC1	-2	-1	3	0	-1	-2	-4	-3	0.7	-2
Cn1cc(Br)c(C(=O)N/N=C/c2cc3ccccc3nc2Cl)n1	-7	0	7	-6	-5	-5	5	-12	-0.6	-1
O=C(NCO)c1cccnc1	-2	1	-2	-2	-2	3	2	-13	-0.3	-2
O=C(c1cccc(S(=O)(=O)N2CCCC2)c1)c1cccc(S(=O)(=O)N2CCCC2)c1	0	2	-2	1	0	-2	-7	3	-0.5	1
COc1ccc(N=C2S/C(=C\c3ccc(OCC(=O)O)cc3)C(=O)N2CCc2c[nH]c3ccccc23)cc1	0	6	-13	-1	3	4	1	19	0.4	9.2*
NS(=O)(=O)c1cc(C(=O)N2CCc3ccccc32)c(Cl)cc1Cl	6	1	1	6	0	3	-1	-13	0.3	-3
N/C(=N\C(=S)Nc1ccc2c(c1)OCO2)c1ccccc1	-1	-4	-4	5	-2	1	-2	-14	-0.5	3
O=C(O)CC(CC(=O)Nc1ccc2ccccc2n1)c1ccccc1 (stereo not drawn)	9	2	8	-1	2	2	-8	8	0.2	1
